# PTHR1 agonist = qHTS for PTHR1 Agonists: Primary Screen. Parathyroid hormone/parathyroid hormone-related peptide receptor (Homo sapiens), Q03431. HEK293 GP2 PTHR1 cells, GloSensor cAMP luminescence, 1 h. Potency, µM (doses to about 115 µM), without a hit: at the highest dose activation, hits mostly activators. 410,000 compounds, 0.075% hits; further: potency means the concentration at half of the fitted maximal effect; nearly all actives have a fitted effect of over 55% in size; some results filed as inactive show a strong effect at the top dose; inactives centre near -15; many of its hits are not listed in these tables
#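 HEK-293-derived GP2 cells expressing PTHR1 and a GloSensor cAMP reporter, 3,000/well, plated overnight, given luciferin plus IBMX (each 0.5 mM as added) for 1 h at 37 °C, then compound for 1 h at 37 °C. Luminescence was read after 15 min at room temperature.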
# IL-2 act = qHTS of IL-2 Activators; IL-2 activation reporter assay, cell-based qHTS; stimulated with anti-CD3/CD4/CD28 beads; in transgenic mouse T cells; activation, % (series mostly up to about 46 µM); 360,000 compounds, 0.065% hits; AID 652025, 2013; in the data active means activation above about 50%; inconclusive means mostly about 30% to 49%; further: 0% is about no effect
#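 First, unstimulated transgenic mouse T cells were exposed to compound for 60 min. Next, anti-CD3/anti-CD4-coated beads with anti-CD28 were added. Finally, after 18 h at 37 degrees C, EGFP and DsRed were imaged.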
# PI5P4Ka inh = qHTS for Inhibitors of phosphatidylinositol 5-phosphate 4-kinase (PI5P4K); Phosphatidylinositol 5-phosphate 4-kinase type-2 alpha (Homo sapiens), P48426; PI5P4Kalpha enzyme, ADP-Glo luminescence, 60 min; active compounds read low; max response, %; 330,000 compounds, 1.2% hits; active means max response of -50% or lower; inconclusive means between -30% and -50%; inactive means -30% or higher; further: value at the top dose of about 77 µM; on the % scale 0 is the no-effect control and ±100 the full control effect
#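 Reactions run in 0.038 M HEPES pH 7.4, 0.28 mM EGTA, 0.1% CHAPS and 5% DMSO, with PI5P4Kalpha, substrate, compound and 5 microM ATP final, one hour at room temperature. Readout is ADP-Glo luminescence.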
# GLP1R cytotox = qHTS of GLP-1 Receptor Inverse Agonists: Cytotox Screen; HEK293 cAMP-luciferase reporter cells, luminescence, 24 h; Potency, µM (top dose mostly 38.3 µM), for the others: at the highest dose activity change, negative = inhibition, hits mostly inhibitors; 410,000 compounds, 0.13% hits;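 further: loss of luciferase light is scored as toxicity; potency means the concentration at half of the fitted maximal effect; on the % scale 0 is the no-effect control and ±100 the full control effect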
#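 Step one: seed cells (200 cells/uL, DMEM with 10% Nu serum, 1% pen-strep). Step two: 12-hour incubation at 37 deg C. Step three: pin 23 nL compound, incubate 24 hr. Step four: add luciferase reagent, read luminescence 12 min later.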
# PLK1 PBD inh = qHTS for Inhibitors of PLK1-PDB (polo-like kinase 1 - polo-box domain): Primary Screen; Serine/threonine-protein kinase PLK1 (Homo sapiens), P53350; Potency, µM, for the others: max response, negative = inhibition, most hits filed as inhibitors; Plk1 PBD binding of FITC phosphopeptide, fluorescence polarization; 360,000 compounds, 2.8% hits; further: potency means the concentration at half of the fitted maximal effect; series mostly up to about 57 µM; on the % scale 0 is the no-effect control and ±100 the full control effect; nearly all actives have a fitted effect of over 65% in size
# GLP1R inv ag = qHTS of GLP-1 Receptor Inverse Agonists (Inhibition Mode); 410,000 compounds, 1.6% hits; HEK293 GLP-1R CRE-luciferase, luminescence, 24 h; GLP-1R form is constitutively active; AID 624417, 2012; Glucagon-like peptide 1 receptor (Homo sapiens), P43220; Potency, µM (highest dose often 38.3 µM), for inactives: at the highest dose activity change, negative = inhibition, usual class: inhibitors; further: potency means the concentration at half of the fitted maximal effect; on the % scale 0 is the no-effect control and ±100 the full control effect; nearly all actives have a fitted effect of over 55% in size
#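 HEK293 cells stably co-expressing constitutively active GLP-1R and a cAMP-responsive luciferase reporter were seeded in DMEM with 10% Nu serum, given compounds after 12 h, and incubated 24 h at 37 deg C. Luminescence was then read.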
# EPAC1 agonist = qHTS for Agonist of cAMP-regulated guanine nucleotide exchange factor 3 (EPAC1): primary screen | Rap guanine nucleotide exchange factor 3 (Homo sapiens), O95398 | EPAC1 agonist qHTS, biochemical assay; response scale: 100% = response to 6.5 mM cAMP | Potency, µM (titrated, usually from 154 µM), inactives show top-dose activation, most hits filed as activators | 360,000 compounds, 0.073% hits; further: potency means the concentration at half of the fitted maximal effect; nearly all actives have a fitted effect of over 60% in size
# Target sequence (O95398 whole entry, looked up): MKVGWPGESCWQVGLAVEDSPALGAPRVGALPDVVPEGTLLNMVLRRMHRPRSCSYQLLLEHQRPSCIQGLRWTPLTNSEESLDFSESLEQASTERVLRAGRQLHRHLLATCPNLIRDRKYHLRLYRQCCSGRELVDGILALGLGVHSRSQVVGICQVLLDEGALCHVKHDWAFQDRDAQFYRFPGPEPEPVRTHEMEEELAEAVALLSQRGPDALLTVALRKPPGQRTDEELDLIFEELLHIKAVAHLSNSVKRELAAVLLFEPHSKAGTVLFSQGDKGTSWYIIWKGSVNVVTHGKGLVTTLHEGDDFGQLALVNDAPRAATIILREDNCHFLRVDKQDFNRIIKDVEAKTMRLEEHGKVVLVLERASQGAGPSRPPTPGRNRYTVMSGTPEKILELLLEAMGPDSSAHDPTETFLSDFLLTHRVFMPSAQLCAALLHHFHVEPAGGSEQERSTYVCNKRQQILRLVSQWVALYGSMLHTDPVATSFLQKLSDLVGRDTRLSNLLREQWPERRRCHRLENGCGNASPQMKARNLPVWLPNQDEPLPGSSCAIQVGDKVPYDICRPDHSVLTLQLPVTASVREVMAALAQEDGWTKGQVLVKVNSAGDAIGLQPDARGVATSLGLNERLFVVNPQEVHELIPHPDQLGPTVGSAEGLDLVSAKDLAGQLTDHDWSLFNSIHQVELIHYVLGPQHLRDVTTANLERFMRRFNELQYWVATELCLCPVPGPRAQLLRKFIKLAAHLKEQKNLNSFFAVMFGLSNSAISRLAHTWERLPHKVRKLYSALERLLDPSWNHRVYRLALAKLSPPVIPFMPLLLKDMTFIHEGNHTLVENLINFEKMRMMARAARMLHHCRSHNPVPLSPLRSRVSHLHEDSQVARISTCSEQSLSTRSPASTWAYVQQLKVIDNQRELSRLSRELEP
#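 EPAC1 100 nM, Rap1B–BODIPY-GDP 250 nM, unlabeled GDP 50 uM; compound titration; 5 min RT; kinetic read ex480/em540 at 5-min intervals ×30 min; data normalized to 6.5 mM cAMP agonist control.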
# GLP1R ag = qHTS of GLP-1 Receptor Agonists. Glucagon-like peptide 1 receptor (Homo sapiens), P43220. HEK293 GLP-1R CRE-luciferase, luminescence, 4-6 h; cells express a hypersensitive GLP-1R form. Potency, µM (titrated, usually from 45.6 µM), inactives show at the top dose activation, most hits filed as activators. 380,000 compounds, 0.007% hits; further: potency means the concentration at half of the fitted maximal effect; % of control where 0% means no effect
# EPAC1 antagonist = qHTS for Antagonist of cAMP-regulated guanine nucleotide exchange factor 3 (EPAC1): primary screen | 360,000 compounds, 0.14% hits | Potency, µM (titrated, usually from 115 µM), for the others: at the highest dose activity change, negative = inhibition, actives largely listed as inhibitors | EPAC1 GEF assay, Rap1b-BODIPY-GDP exchange fluorescence | AID 720709, 2013 | Rap guanine nucleotide exchange factor 3 (Homo sapiens), O95398;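 further: potency means the concentration at half of the fitted maximal effect; plate controls were vehicle for no effect and positive control for full effect; nearly all actives have a fitted effect of over 50% in size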
# * marks the source's active call; other numbers are inactive results; i = inactive; ? = inconclusive; · = no result given; & = joins results of further samples; [ ] = remark or other dose. Unless noted, the call rests on the fitted dose curve; in most records, active means well fitted curve in the direction sought with a large enough effect; inconclusive means small, poorly fitted or top-dose-only effect, or another doubt; inactive means no such curve, though single readings can be large; an effect the other way counts as inactive or inconclusive. This is a subset. The share of hits here may be higher or lower than overall.
SMILES,PTHR1 agonist,IL-2 act,PI5P4Ka inh,GLP1R cytotox,PLK1 PBD inh,GLP1R inv ag,EPAC1 agonist,GLP1R ag,EPAC1 antagonist
O=C(OCc1csc(-c2ccccc2)n1)C1=NN(c2ccccc2)C(=O)CC1,i,0.1,-5,-32%,-2%,7%,9%,-2%,-16%
COc1ccc(NC(=O)COC(=O)C2CCN(S(=O)(=O)c3ccccc3)CC2)cc1Cl,-8%,-3.8,7,0%,-4%,10%,12%,-10%,?
O=C(Nc1ccc(F)cc1)c1ccc(CSc2ccccc2)o1,-24%,0.4,-1,10%,-28%,?,21%,15%,3%
CS(=O)(=O)c1nc(S(=O)(=O)c2ccc(Cl)cc2)c(N2CCC(O)CC2)s1,i,0.3,9,2%,-3%,?,13%,-5%,-6%
CCOCCCNCc1ccc(OC)c(OC)c1,i,-1.0,1,-9%,-3%,0%,-5%,-4%,-12%
Cn1cc(C(=O)NCc2ccc(F)cc2)c(=O)c2cc(S(=O)(=O)N3CCCCC3)ccc21,i,0.2,6,-3%&2%,-14%,11%&24%,1%,9%,-9%
CCCCn1c(N)c(N(CCOC)C(=O)C2CC(=O)N(Cc3ccco3)C2)c(=O)[nH]c1=O (stereo not given),-12%,0.4,1,3%,2%,8%,-4%,5%,-12%
CCc1ccc(/C=C(/C#N)C(N)=S)s1,1%,-0.1,-1,3%,-18%,27%,5%,11%,?
CCn1nc(C)c(Br)c1-c1nc(-c2cccc(C)c2)no1,i,0.5,20,2%,-4%,10%,4%,-5%,-5%
CCCCCCCC(=O)Nc1cc(C(=O)NCc2ccc(C)cc2)ccc1N1CCC2(CC1)CC(c1ccccc1)=NO2,i,-0.4,2,3%,-3%,-12%,-17%,-6%,-21%
COc1ccc(NC(=O)N(Cc2nnc3n2CCCCC3)c2ccc(OC)c(Cl)c2)cc1,i,·,·,-12%,·,13%,·,-1%,·
O=C(C1CCN(c2nc3nonc3nc2N2CCCCC2)CC1)N1CCOCC1,i,-1.1,0,-2%,-10%,8%,-5%,2%,-4%
CCCCn1c(O)c(/C=C2\C=Nc3ccccc32)c(=O)[nH]c1=O,-37%[inhibitor],-0.2,-27,9%,-20%,0%,4%,-5%,-16%
CC(C)Cn1c(SCC(=O)N2CCCc3ccccc32)nc2ccccc2c1=O,-20%,-7.4,13,-13%,-9%,2.5µM*,19%,25%,-24%
S=c1nc(Cc2ccccc2)[nH]c2ccccc12,-3%,0.1,2,-9%,-10%,3%,-3%,28%,31%[activator]
CCOC(=O)c1cccc(NC(=O)CSc2nnc(C3CCCCC3)n2C)c1,-31%,2.6,·,9%,-6%,?,5%,0%,8%
CCc1ccccc1NC(=O)C1COc2ccccc2O1 (stereo not given),i,-0.6,-5,-2%,-6%,6%,2%,-5%,-23%
CNC(=O)COC(=O)c1cc(-c2ccccc2)nn1-c1ccccc1,i,-0.4,-1,4%,9%,11%,2%,11%,4%
CC(=O)c1c(O)cc(=O)n(-c2ccccc2)c1-c1ccc(C)cc1,i,0.4,0,1%,-15%,4%,6%,-2%,-14%
O=C1CC[C@@H]2CC(N3CCN(c4ccccc4)CC3)C[C@@H]3CCN1[C@H]23 (stereo not given in full),-10%,-0.7,4,1%,-2%,-5%,-20%,-2%,7%
O=C(c1ccccc1)C(Cn1cncn1)C(Sc1ccccc1)c1ccccc1 (stereo not given),-24%[57.5 µM],1.8,5,-9%,-18%,-24%,14%,0%,-4%
COC(=O)c1cccc(NC(=O)/C=C/c2ccc([N+](=O)[O-])cc2)c1,-37%[inhibitor],-0.3,-9,2%,-8%,17%,-4%,8%,-4%
COc1ccc(C(=O)Nc2nnc([C@@H]3C[C@H](O)[C@@H](CO)O3)s2)cc1,i,-0.2,-3,1%,2%,26%,-6%,-5%,13%
CCn1c(=O)cc(SCC(=O)NCc2cccnc2)c2ccccc21,-10%[57.5 µM],-3.5,·,-9%,-1%,0%,6%,-10%,11%
O=C(Nc1cc(S(=O)(=O)N2CCOCC2)ccc1Cl)c1ccncc1,i,-0.1,-7,-3%,7%,9%,6%,2%,1%

# Reprinted from the part before: 2 entries, then new ones.
SMILES,PTHR1 agonist,IL-2 act,PI5P4Ka inh,GLP1R cytotox,PLK1 PBD inh,GLP1R inv ag,EPAC1 agonist,GLP1R ag,EPAC1 antagonist
CCn1c(=O)cc(SCC(=O)NCc2cccnc2)c2ccccc21,-10%[57.5 µM],-3.5,·,-9%,-1%,0%,6%,-10%,11%
O=C(Nc1cc(S(=O)(=O)N2CCOCC2)ccc1Cl)c1ccncc1,i,-0.1,-7,-3%,7%,9%,6%,2%,1%
O=C(NNC(=O)c1ccccc1F)c1ccc(S(=O)(=O)N2CCCCC2)cc1,-13%,-0.5,-1,2%,4%,-20%,2%,0%,-16%
N#Cc1cc([N+](=O)[O-])ccc1N1CCN(c2ccccc2O)CC1,-43%[inhibitor],1.9,-2,-9%,-11%,?,-2%,2%,12%
CCCNC(=O)c1cc(S(=O)(=O)N2CCCCC2)c[nH]1,i,-2.0,-4,-8%,-6%,8%,10%,10%,9%
Cc1cccc(C)c1NC(=O)c1cnccn1,i,0.3,1,2%,-9%,11%,-12%,-7%,-13%
CC(=O)Nc1ccc(CN(C)CC2CCCN(CCc3cccc(C(F)(F)F)c3)C2)cc1 (stereo not given),-6%,-1.1,6,-9%,-5%,?,-6%,-3%,-16%
C[C@@H]1CN([C@H](C)CO)C(=O)c2c(c3ccccc3n2C)-c2ccccc2CO[C@H]1CN(C)Cc1ccccc1,-19%,-4.2,1,0%,1%,15%,-27%,-1%,0%
O=C(NCCCN1CCOCC1)c1cc(-c2ccc(Cl)cc2)on1,i,0.5,·,-10%,-11%,0%,2%,-5%,3%
CC(=O)c1ccc(S(=O)(=O)N2CCN(C(=O)CSc3ccc(C)c(C)c3)CC2)cc1,-4%,2.0,8,?,-14%,-19%,1%,7%,-6%
Cc1ccc(C)n1/N=C1/NC(=O)CS1,i,1.8,-52*,-22%,?,-9%,5%,-5%,?
CN(Cc1nc(-c2ccncc2)no1)S(=O)(=O)c1ccc(Br)cc1,-32%[inhibitor][57.5 µM],1.2,-5,0%,1%,-22%,-6%,-6%,4%
CCCCOc1ccc(-c2nnc(-c3ccncc3)o2)cc1,-30%,-0.6,3,-3%,1%,0%,2%,-6%,-3%
Cc1ccc(OCC(=O)Nc2ccncc2)cc1C,-32%[inhibitor],-1.6,1,-2%,-4%,-8%,5%,-5%,7%
Cc1ccc(NC(=O)CSc2nc(N)cc(=O)[nH]2)cc1S(=O)(=O)N1CCOCC1,i,0.4,-19,14%,-8%,27%,10%,11%,-14%
O=C(O)c1cc(S(=O)(=O)NCCN2CCNC2=O)ccc1O,?,-3.7,-6,-6%,-6%,4%,-5%,-1%,-2%
CCn1c(N)c(C(=O)NCCOC)sc1=S,i,0.6,-12,-8%,27µM*,16%,-1%,-5%,5%
COc1ccccc1N1Cc2ccc(OC)c(OC)c2C1=O,i,0.1,-1,4%,-14%,39%[activator],0%,12%,2%
O=C(CC1C(=O)NCCN1Cc1ccccc1C(F)(F)F)NC1CCCCC1 (stereo not given),-18%,2.0,2,4%,?,-29%,-2%,3%,3%
O=C(O)CSc1nnc(-c2ccncc2)n1CCc1ccccc1,-8%,-0.7,·,4%,4%,0%,5%,-7%,3%
CC1(C(=O)NS(=O)(=O)c2cccc(Cl)c2)CCN1C(=O)COc1ccc(Cl)cc1 (stereo not given),3%,-0.8,1,7%,3%,12%,-1%,-6%,-5%
Cc1nnsc1NC(=O)OCC(C)(C)C,-6%,-2.8,3,16%,0%,-1%,5%,-4%,-18%
N#CCOc1coc(CN2CCN(c3ccccc3)CC2)cc1=O,-25%,0.4,5,6%,2%,2%,5%,-5%,10%
COc1ccccc1N1CCN(Cc2ccc(-c3ccccc3[N+](=O)[O-])o2)CC1,i,1.1,-2,13%,-17%,?,8%,8%,-22%
COCCCN(Cc1ccco1)C(=O)Cn1ncc2c(=O)oc3ccc(C)cc3c21,-11%,-1.7,-1,-2%,-27%,-23%,7%,7%,-22%
CN1/C(=C\C(=O)COC(=O)c2ccco2)C(C)(C)c2ccccc21,-35%,-0.4,-2,4%,-8%,-9%,-1%,19%,-17%
COc1ccccc1NC(=O)Cn1ccn(-c2cccc3ccccc23)c(=O)c1=O,-15%,1.6,-20,-12%,1%,-42%,0%,0%,-9%
COc1cccc(-c2ccc(C#N)c(SCC(=O)NCCc3cccc(Cl)c3)n2)c1,-28%[57.5 µM],2.9,·,-31%,3%,1%,11%,3%,14%
Cc1cccn2c(=O)c(C=O)c(N3CCCCC3)nc12,i,-0.8,2,-9%,-29%,6%,-3%,7%,-23%
c1ccc(-n2nnnc2N2CCOCC2)cc1,i,1.2,3,-8%,-7%,20%,6%,7%,12%
COc1ccc(CCN2CC(C(=O)NCCc3cccnc3)CCC2=O)cc1 (stereo not given),i,0.0,1,-5%,-8%,5%,-29%,-7%,-10%

# High-throughput results: PubChem, National Center for Advancing Translational Sciences (NCATS)
